# Compound activity deposited in PubChem by several laboratories.
# C1s block = human complement C1s inhibition | P09871 | purified C1s, fluorogenic AMC substrate, pooled mixtures | mean inhibition % of two 10-compound mixtures (active compounds read high), % at 5 µM (by protocol) | actives 0.16% (n = 62,000);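 active means inhibition above 20% in each of the two 10-compound mixture wells holding the compound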;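 further: 0% = enzyme wells lacking compound mixture and 100% = no-enzyme blank wells; some compounds called inactive have numbers as strong as hits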
# FXIa mix inh = inhibitors of human coagulation factor XIa, pooled mixtures; P03951; purified FXIa, fluorogenic substrate; inhibition, % at 5 µM; actives 0.19% (n = 62,000);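 further: each value is inhibition by a whole ten-compound pool holding the compound; 0% = enzyme with no mixture and 100% = wells lacking enzyme; strong numbers were not always called active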
# Hsp90 block = displaces geldanamycin probe from tumor Hsp90 | inhibition, % at 30 µM | actives 0.35% (n = 64,000) | NCI-N417 lysate Hsp90, Cy3B-geldanamycin FP displacement;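 active means inhibition above 50%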;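 further: 0% = tracer plus lysate wells and 100% = tracer alone without lysate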
# HTR1A agonist = agonists of human 5-HT1a serotonin receptor; actives 0.56% (n = 65,000); activation, % at 10 µM; P08908; CHO 5-HT1a Ga15 NFAT-bla reporter, FRET ratio; 0% basal, 100% maximal reference agonist;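 active means activation above the screen-wide mean activation plus 3 SD, cut at about 19% in these data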;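 further: 0% = DMSO wells and 100% = 5-CT at EC100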
# FXIIa mix inh = inhibitors of human coagulation factor XIIa, pooled mixtures; actives 0.2% (n = 62,000); AID 684; inhibition, % at 5 µM; purified FXIIa, fluorogenic substrate; P00748;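 further: 0% = enzyme without compound and 100% = no enzyme blank; some results filed as inactive read as strong as hits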
# Target sequence (P00748 20-372 limits assumed): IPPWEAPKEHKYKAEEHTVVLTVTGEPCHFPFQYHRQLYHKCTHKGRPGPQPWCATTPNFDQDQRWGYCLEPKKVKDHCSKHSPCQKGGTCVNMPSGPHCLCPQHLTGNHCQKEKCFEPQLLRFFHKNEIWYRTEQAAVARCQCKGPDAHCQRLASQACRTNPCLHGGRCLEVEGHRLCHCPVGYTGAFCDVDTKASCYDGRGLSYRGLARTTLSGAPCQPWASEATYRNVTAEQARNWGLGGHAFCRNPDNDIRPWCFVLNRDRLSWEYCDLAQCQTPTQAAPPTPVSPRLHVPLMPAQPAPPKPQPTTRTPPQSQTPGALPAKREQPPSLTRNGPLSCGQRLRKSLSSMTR
# Target sequence (P00748 373-615 limits assumed): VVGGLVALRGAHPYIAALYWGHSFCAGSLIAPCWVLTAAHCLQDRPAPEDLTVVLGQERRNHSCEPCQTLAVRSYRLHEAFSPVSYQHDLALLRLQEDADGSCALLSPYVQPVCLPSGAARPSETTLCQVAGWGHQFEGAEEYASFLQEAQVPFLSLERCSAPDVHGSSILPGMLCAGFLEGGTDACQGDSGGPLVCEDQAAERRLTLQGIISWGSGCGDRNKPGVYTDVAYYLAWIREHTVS
# DUSP1 inh = human dual specificity phosphatase 1 inhibition; P28562; recombinant MKP-1, OMFP hydrolysis fluorescence; inhibition, %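 (compounds tested at a single concentration somewhere between 10 and 100 µM)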; actives 0.15% (n = 65,000); AID 374;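 active means inhibition above about 50%, limit read from the data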;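 further: 0% = DMSO max control wells and 100% = wells with enzyme stopped by NaOH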
# Target sequence (P28562 whole entry, looked up): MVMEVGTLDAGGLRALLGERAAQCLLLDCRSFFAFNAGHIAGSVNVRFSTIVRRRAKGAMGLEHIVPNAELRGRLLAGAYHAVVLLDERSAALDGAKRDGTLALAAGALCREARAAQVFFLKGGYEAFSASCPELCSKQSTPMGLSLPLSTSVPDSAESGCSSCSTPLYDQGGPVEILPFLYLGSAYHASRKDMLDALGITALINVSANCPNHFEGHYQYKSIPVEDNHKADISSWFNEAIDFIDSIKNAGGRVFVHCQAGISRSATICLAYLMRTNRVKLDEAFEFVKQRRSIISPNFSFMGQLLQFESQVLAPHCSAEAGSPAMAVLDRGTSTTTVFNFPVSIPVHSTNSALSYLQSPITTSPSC
# Cdc25B inh = human M-phase inducer phosphatase 2 inhibition; recombinant Cdc25B, OMFP fluorescence Ex485/Em525; inhibition, %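 (compounds tested at 10 µM final in the well)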; actives 0.1% (n = 65,000); AID 368; in the data active means inhibition above about 50%
# Cathepsin G inh = cathepsin G (human) inhibition; P08311; inhibition, % at 5 µM (by protocol); actives 0.2% (n = 62,000); AID 581; purified enzyme, AMC-tetrapeptide fluorescence, pooled mixtures;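 active means inhibition above 20% in each of the two mixture wells holding the compound; inactive means inhibition of 20% or less in either well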;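 further: 0% = enzyme control without mixture and 100% = blank lacking enzyme; strong numbers were not always called active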
# CatL inh = inhibitors of human cathepsin L | purified cathepsin L, fluorogenic substrate, fluorescence | inhibition, %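 (tested at 10 µM)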 | actives 0.17% (n = 58,000) | P07711 | AID 460; in the data active means inhibition above about 45%;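 further: 0% = enzyme with no compound and 100% = no enzyme blank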
# Starred values were filed as active, the others as inactive; x = no result given. Unless noted, no stated cut-off is given here; in the data, active means inhibition above about 20% (passing the limit was not always enough); inactive means the rest.
SMILES,C1s block,FXIa mix inh,Hsp90 block,HTR1A agonist,FXIIa mix inh,DUSP1 inh,Cdc25B inh,Cathepsin G inh,CatL inh
Cc1ccc(S(=O)(=O)N2CCCC(C(=O)NCCc3ccc4c(c3)OCO4)C2)cc1 (configuration not stated),-13.1,2.6,-4.6,-2.6,-0.9,1.2,-19.5,-15.1,3.4
O=S(=O)(NCC(c1cccnc1)N1CCOCC1)c1cccs1 (configuration not stated),x,x,-2.1,0.2,x,12.8,6.0,x,x
O=C(O)CCn1c(-c2ccccc2)cc2c1CCCC2=O,4.2,3.1,-4.4,0.5,-18.3,2.1,-9.0,-2.4,-0.6
CCOC(=O)N1CCC(NC(=O)C(Cc2ccccc2)NC(=O)c2ccco2)CC1 (configuration not stated),-0.7,-1.2,-7.1,1.0,12.0,4.0,-3.4,-3.0,-4.5
CCC(C)N(C)Cc1cccc(C2(O)CCN(S(=O)(=O)c3ccc(F)cc3)CC2)c1 (configuration not stated),-49.3,-0.7,-2.4,8.8,2.2,35.2,-11.4,2.6,23.3
Cc1cc(C)c(S(=O)(=O)n2nc(C)c(Br)c2C)c(C)c1,-0.5,0.3,-5.0,-2.1,5.0,-11.8,-5.1,8.4,x
CCOC(=O)Cn1c2c(c(-c3ccccc3OC)cc1=O)CCCC2,-0.7,8.9,-3.0,-1.8,9.1,5.2,-13.2,-0.3,-0.5
CCOC(=O)C1CCN(C(=O)CN(c2ccc(OC)cc2)S(=O)(=O)c2c(C)noc2C)CC1,-0.1,-5.7,-0.8,0.5,3.6,-8.3,-5.4,6.0,-5.1
O=C(Nc1ccc(F)c(Cl)c1)c1ccc2c(=O)n3c(nc2c1)CCCCC3,-1.2,2.7,-2.9,3.6,0.0,9.5,-2.5,1.2,10.9
CCCCCc1nc2c(=O)n(C)c3ccccc3c2o1,14.1,2.3,0.0,1.2,-1.1,6.1,-9.7,12.5,30.9
CCN(CC(=O)NC1CCS(=O)(=O)C1)C(=O)COc1ccccc1-c1ccccc1 (configuration not stated),-29.1,-3.4,0.5,1.3,-20.6,25.4,-5.1,-3.4,15.8
c1coc(Cn2c(-c3ccco3)nc3ccccc32)c1,13.3,2.3,-6.5,-2.4,3.4,-1.1,11.4,13.0,8.1
COc1ccc(C(=O)CSc2nnnn2Cc2ccccc2)cc1,11.5,14.6,-3.5,-3.9,0.5,5.8,-17.5,7.3,-3.2
O=C(O)CSc1cccc2cccc(C(=O)O)c12,-17.7,7.8,1.2,-0.2,0.7,4.5,-8.1,-1.2,-1.7
CC1(C)Cc2c(C#N)c(N3CCN(C(=O)c4ccccc4)CC3)nc(-c3ccco3)c2CS1,x,x,-11.8,5.8,x,-18.9,4.2,x,-5.1
Cc1nc(SCC(=O)Nc2cc(C)on2)c2c(C)c(C)sc2n1,-25.9,-0.5,-3.1,0.7,10.5,-1.8,-6.3,-2.5,-7.3
O=C(Cn1nnc(-c2ccccc2F)n1)Nc1ccc(S(=O)(=O)NC2CCCC2)cc1,-12.0,-2.5,0.8,1.6,10.7,-16.9,8.5,-4.8,-0.6
COc1ccc(-c2nc(CNS(=O)(=O)c3cc(OC)ccc3OC)cs2)cc1,10.7,5.4,-2.2,1.0,6.1,-3.9,2.2,7.4,x
COc1ccc(CCC(=O)N2CCc3ccccc32)cc1,2.8,4.2,-10.1,-0.7,3.7,22.6,-9.0,-0.9,-5.0
Cc1ccccc1N1C(=O)c2sc3nc4c(c(=O)n3c2C1=O)CCC4,14.9,4.9,-9.0,-2.2,4.5,11.4,3.6,8.9,x
O=C(CCC1COc2ccccc2O1)NCc1ccco1 (configuration not stated),-17.9,1.7,-17.8,-1.6,4.4,-7.8,-1.8,-10.5,10.9
COc1ccc(S(=O)(=O)N2CCCC(C(=O)NCCC3=CCCCC3)C2)cc1 (configuration not stated),-57.9,-20.7,-1.4,1.5,1.3,-8.1,-11.5,-11.6,2.0
CCCOC(=O)c1ccc(OCC(O)CN2C(=O)NC(C)(C)C2=O)cc1 (configuration not stated),-21.7,-0.1,0.7,-3.2,6.7,3.1,-6.9,-7.5,6.0
COc1ccc(S(=O)(=O)N2CC3C4C=CC(C4)C3C2)cc1 (configuration not stated),12.4,9.2,-1.9,1.3,5.7,5.0,-4.7,5.2,3.9
COC(=O)CSc1ncnc2c1sc1nc(-c3ccco3)c3c(c12)CC(C)(C)OC3,x,x,-10.8,1.4,x,4.7,12.2,x,-3.6
O=C(NCC1CCCO1)C(C(=O)c1ccc(F)cc1)n1ccccc1=O (configuration not stated),-10.8,7.3,1.0,-0.8,2.9,-26.2,2.5,-6.2,7.3
O=C(CCn1nnc2ccccc21)Nc1nnc(Cc2ccc(F)cc2)s1,-4.1,4.1,-5.0,-0.5,2.2,18.7,-17.4,-2.1,16.7
COCCCNC(=O)c1ccc2c(=O)n(C3CCCC3)c(=S)[nH]c2c1,2.6,3.7,-0.7,0.3,2.9,9.5,-5.6,2.4,20.9
Cc1noc(C)c1COc1cccc(C(=O)OCC(=O)N2CC(=O)Nc3ccccc32)c1,4.0,6.2,-2.5,-1.7,15.3,21.2,-3.8,8.3,18.4
CCCCCn1c2nc3ccccc3nc2c2c(=O)n(CC3CCCO3)c(C)nc21 (configuration not stated),-7.0,9.3,-4.5,-0.3,13.7,20.9,11.0,3.4,-22.3
NS(=O)(=O)c1ccc(CCNc2nc(CN3CCOCC3)nc3sc4c(c23)CCC4)cc1,-60.0,2.8,x,2.0,0.3,7.4,-2.2,-1.4,-6.3
CCCN(C(=O)CSc1nnc(-c2ccoc2C)n1N)C1CCS(=O)(=O)C1 (configuration not stated),51.6,8.2,9.1,-0.7,4.4,9.9,-9.2,10.0,6.3
COCCNC(=O)c1cc2c(=O)n(C)c3ccccc3c2n1C,17.4,4.5,-4.5,-2.7,1.9,7.9,-5.8,11.7,23.0
Nc1nc(Nc2ccc(Cl)cc2Cl)nc(C(F)(F)F)n1,-44.1,1.6,-10.1,0.9,2.3,-3.6,1.6,1.0,-0.1
Cc1onc(-c2ccccc2)c1C(=O)N1CCCSC1=Nc1ccccc1,40.5,6.9,-1.8,-4.3,3.9,-2.0,0.4,12.0,12.9
c1csc(Cn2nnnc2CN2CCN(c3nc4ccccc4s3)CC2)c1,2.1,6.8,-3.6,-1.1,0.9,-12.9,-9.4,-0.4,17.8
COCCNC(=O)C(c1ccc(C)o1)N(C(=O)c1snc(C(N)=O)c1N)c1cccc(C)c1 (configuration not stated),-6.7,8.5,-0.6,2.1,0.6,25.9,-6.4,-0.8,-10.2
CC(=O)NCc1ccc(-c2csc(N)n2)s1,0.8,9.3,-2.5,-2.9,16.5,-3.6,-11.3,3.7,3.6
CN(Cc1ccccc1)c1ncnc2ccc(Br)cc12,x,x,-1.8,2.3,x,-12.1,-10.3,x,0.1
C=CCn1c(CSc2nc3ccccc3s2)nnc1SCC(=O)NCCN1CCOCC1,-30.5,8.9,1.5,-0.7,3.1,9.1,3.5,-1.3,x
NC(=O)CSc1nc2scc(-c3ccco3)c2c(=O)n1-c1ccccc1,13.4,7.0,-4.6,-1.7,-4.5,6.2,6.4,12.5,-2.1
Cn1nnnc1SCC(=O)NCCCc1ccccc1,-31.2,-5.8,0.5,-1.8,0.8,11.2,-8.5,2.0,-6.5
O=C(Cc1cccs1)Nc1ccc(S(=O)(=O)Nc2ncccn2)cc1,-18.1,1.8,-14.4,-1.3,3.0,-14.0,37.8,5.6,7.9
O=C(Nc1nccs1)C(NS(=O)(=O)c1ccc(Br)s1)c1ccccc1 (configuration not stated),15.2,4.6,-4.5,1.0,18.0,0.1,-8.4,10.7,10.9
C=CCn1c(Cc2cccs2)nnc1SCC(=O)Nc1ccc(OC)cc1,-19.7,5.0,2.9,-0.4,2.8,-30.0,-3.7,-1.9,-2.7
Cc1ccc(N2CC(C(=O)NCCCn3ccnc3)CC2=O)cc1 (configuration not stated),13.9,4.7,-3.0,-1.5,0.5,-2.8,8.5,9.7,-2.1
COc1ccc(N2C(=O)CCC(C(=O)N3CCCCC3)C2c2ccc(F)cc2)cc1 (configuration not stated),-1.8,30.9,0.0,0.0,3.8,4.1,-8.2,-1.5,0.2
COc1ccccc1CNC(=O)Cn1nnc(-c2ccncc2)n1,15.4,5.0,-4.9,-1.1,4.4,9.6,3.7,10.4,-0.6
C=CCn1c(=N)n(CC(=O)OC)c2ccccc21,3.3,7.8,-0.2,-3.0,0.6,24.0,-3.8,-2.2,-9.5
CCN1C(=O)c2ccc(C(=O)Nc3nccs3)cc2C1=O,13.5,3.7,-1.6,-3.9,13.2,22.5,-6.4,12.6,18.5

# Continued.
SMILES,C1s block,FXIa mix inh,Hsp90 block,HTR1A agonist,FXIIa mix inh,DUSP1 inh,Cdc25B inh,Cathepsin G inh,CatL inh
CCC(O)c1cc2c(cc1NC(=O)c1ccc(C)cc1)OCCO2 (configuration not stated),4.8,0.2,-3.6,-0.6,5.3,4.9,5.9,10.3,8.8
O=C(CN(C(=O)CNC(=O)c1ccco1)c1ccc2c(c1)OCO2)NC1CCCCC1,-19.8,-2.2,-1.7,-0.3,-13.2,1.5,16.4,-7.9,25.2
CCCCn1c(=O)[nH]c(=O)c2c1nc(CN1C(=O)c3ccccc3S1(=O)=O)n2CCC,14.6,2.7,-5.3,0.9,-2.8,27.5,-25.4,13.3,11.3
CC(C)CCn1c(SCC(=O)c2ccccc2)nc2c1c(=O)[nH]c(=O)n2C,x,x,0.3,-1.1,x,-15.7,0.3,x,x
CCn1cc(C(=O)Nc2nncs2)c(=O)c2cc(F)c(N3CCN(C(=O)c4ccco4)CC3)cc21,-4.1,2.2,-3.0,0.8,2.5,14.7,-1.1,0.2,-0.9
O=C1CC(c2cccs2)c2cc3c(cc2N1)OCCO3 (configuration not stated),-25.0,2.2,-1.8,-2.1,5.7,-16.3,4.6,1.7,x
CCN1CC=C2C(C#N)=C(N)C(C#N)(C#N)[C@H](c3cccc(OC)c3OC)[C@H]2C1,x,x,-5.1,16.3,x,-28.6,-16.9,x,27.2
CN(C)c1oc(COc2ccc(F)cc2)nc1C#N,-4.2,3.2,-3.1,-3.4,11.7,-8.4,-2.8,-5.2,-4.1
CCOCCCNC(=O)c1ccc2c(c1)N(Cc1ccccc1)C(=O)CS2=O (configuration not stated),2.9,3.8,-1.3,1.1,7.8,-4.1,-3.3,-5.8,4.8
COc1ccc(CN2CCN(c3ncccn3)CC2)c(OC)c1,1.0,5.1,-3.1,4.1,3.0,5.6,-1.6,-0.5,12.2
CCOC(=O)C1C(=O)CC(C)(O)C(C(=O)OCC)C1c1ccc(Br)cc1 (configuration not stated),8.2,2.5,0.2,-5.3,6.1,11.2,-7.6,4.0,2.2
Cc1ccc(-c2cn3c(=S)[nH]nc3s2)cc1,-7.3,1.4,-0.1,-0.8,-1.5,-11.4,6.3,-2.2,11.7
c1ccc(OCc2nnc3sc(C4COc5ccccc5O4)nn23)cc1 (configuration not stated),-70.1,7.6,-1.8,2.5,4.6,37.7,7.7,-10.4,-1.4
O=C(O)CN1C(=O)CNC1=O,-21.2,2.8,-1.3,1.0,11.4,-13.2,-7.5,0.7,-13.2
O/N=C1/CCSc2ccccc21,13.3,2.1,-1.0,-1.2,4.1,5.7,-13.1,9.3,-0.9

# Some of these compounds in order of number of heavy atoms, descending.
SMILES,C1s block,FXIa mix inh,Hsp90 block,HTR1A agonist,FXIIa mix inh,DUSP1 inh,Cdc25B inh,Cathepsin G inh,CatL inh
CCOCCCNC(=O)c1ccc2c(c1)N(Cc1ccccc1)C(=O)CS2=O (configuration not stated),2.9,3.8,-1.3,1.1,7.8,-4.1,-3.3,-5.8,4.8
CCOC(=O)C1C(=O)CC(C)(O)C(C(=O)OCC)C1c1ccc(Br)cc1 (configuration not stated),8.2,2.5,0.2,-5.3,6.1,11.2,-7.6,4.0,2.2
Cc1ccc(-c2cn3c(=S)[nH]nc3s2)cc1,-7.3,1.4,-0.1,-0.8,-1.5,-11.4,6.3,-2.2,11.7
O/N=C1/CCSc2ccccc21,13.3,2.1,-1.0,-1.2,4.1,5.7,-13.1,9.3,-0.9
